# Assay outcomes (PubChem)
# TDP1 block – qHTS Assay for Inhibitors of Tyrosyl-DNA Phosphodiesterase (TDP1); Tyrosyl-DNA phosphodiesterase 1 (Homo sapiens), Q9NUW8; recombinant TDP1, AlphaScreen DNA substrate cleavage; Potency, µM (doses to about 130 µM), without a hit: at the top dose activity change, negative = inhibition, hits mostly inhibitors; 0.28% of 350,000 active; AID 485290, 2010; further: nearly all actives have a fitted effect of over 40% in size
# Target sequence (Q9NUW8 whole entry, looked up): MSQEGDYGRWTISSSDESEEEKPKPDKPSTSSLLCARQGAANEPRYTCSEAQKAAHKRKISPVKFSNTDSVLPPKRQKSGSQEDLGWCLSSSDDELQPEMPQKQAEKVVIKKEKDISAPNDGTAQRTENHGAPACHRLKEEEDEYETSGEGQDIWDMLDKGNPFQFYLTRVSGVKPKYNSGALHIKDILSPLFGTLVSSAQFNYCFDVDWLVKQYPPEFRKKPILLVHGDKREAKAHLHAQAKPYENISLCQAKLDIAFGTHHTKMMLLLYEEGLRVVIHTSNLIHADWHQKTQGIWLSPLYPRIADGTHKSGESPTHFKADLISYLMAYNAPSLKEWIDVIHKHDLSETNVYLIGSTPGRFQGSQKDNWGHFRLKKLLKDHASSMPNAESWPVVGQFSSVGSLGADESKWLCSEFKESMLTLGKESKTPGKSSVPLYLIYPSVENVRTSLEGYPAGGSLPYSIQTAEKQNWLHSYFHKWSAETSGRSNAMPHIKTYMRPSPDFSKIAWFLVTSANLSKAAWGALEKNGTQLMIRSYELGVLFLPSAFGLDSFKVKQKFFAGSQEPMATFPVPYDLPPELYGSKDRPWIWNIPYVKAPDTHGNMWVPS
#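 Steps: enzyme plus compound, 15 min RT; add biotin/phosphotyrosine-FITC oligonucleotide (15 nM final), react 5 min; add donor/acceptor beads (10 ug/ml final), 10 min; read AlphaScreen. Tdp1 at 1 nM final.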
# DT40 TDP1 no CPT – qHTS for Inhibitors of human tyrosyl-DNA phosphodiesterase 1 (TDP1): qHTS in cells in absence of CPT; DT40 Tdp1-/- hTDP1 cells, no CPT, ATP luminescence, 48 h; Potency, µM (titrated, usually from 46.2 µM), without a hit: top-dose activity change, negative = growth inhibition, hits mostly inhibitors; 15% of 420,000 active; further: nearly all actives have a fitted effect of over 55% in size
#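 Growth of hTDP1-complemented DT40 Tdp1-knockout cells is measured by ATP luminescence after at least 48 hr compound exposure at 37 °C, with DMSO substituting for the 20 nM CPT used in the parallel screen.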
# N370S GC – qHTS Assay for Inhibitors and Activators of N370S glucocerebrosidase as a Potential Chaperone Treatment of Gaucher Disease; N370S GC spleen homogenate, 4MU-glucoside fluorescence; Potency, µM (top dose mostly 59.4 µM), for the others: at the highest dose activity change, negative = inhibition, hits mostly inhibitors; 0.092% of 330,000 active; AID 2101, 2009;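 further: 0% = full enzyme activity and -100% = no enzyme basal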
# Starred values were filed as active, the others as inactive; ? = inconclusive; / = not tested or not shown; & = joins results of further samples; [ ] = remark or other dose. The call rests on the fitted dose curve; in most records, active means well fitted curve in the direction sought with a large enough effect; inconclusive means small, poorly fitted or top-dose-only effect, or another doubt; inactive means no such curve, though single readings can be large; an effect the other way counts as inactive or inconclusive. Unless noted, on the % scale 0 is the no-effect control and ±100 the full control effect; potency means the concentration at half of the fitted maximal effect. Not all compounds are listed. The share of hits here may be higher or lower than overall.
SMILES,TDP1 block,DT40 TDP1 no CPT,N370S GC
CCOc1ccccc1N(C)C(=O)c1cc(S(=O)(=O)NCc2ccc(C)cc2)ccc1F,2.6%,20.6µM*,/
CCOc1ccccc1Nc1ncnc2ccc(Br)cc12,/,?,16.1%
CCc1nn(CC(=O)NCCCN(Cc2ccccc2)C(C)C)c(=O)c2cc3sccc3n12,2.0%,?,3.2%
COc1ccc(N2C(=O)CC(N3CCN(c4ccc(Cl)cc4)CC3)C2=O)cc1 (configuration not stated),/,10.9%,-0.9%
COc1ccccc1-n1c(C)nc2cc(C(=O)NCc3ccc4c(c3)OCO4)ccc21,4.1%,?,6.9%
CCOC(=O)c1cccc(NC(=O)CSc2ncc3c(n2)-c2ccccc2N(C)S3(=O)=O)c1,5.3%,-4.4%,/
CC(C)c1ccc(NC(=O)COC(=O)CCC(=O)c2cccs2)cc1,0.0%,17.8%,-1.2%
CCN(C(=O)CSc1nc2ccccc2c(=O)n1-c1ccc(C)cc1)C1CCS(=O)(=O)C1 (configuration not stated),-2.5%,-7.9%,-2.8%
CC(O)CNCCNCc1cccs1 (configuration not stated),-8.2%,-0.7%,-9.8%
Cc1cc(NC(=O)C2CC(=O)N(c3cccc(C)c3C)C2)no1 (configuration not stated),/,-2.4%,-12.7%
CCN1CCN(C(c2cccs2)C(C)NC(=O)c2cccc(OC)c2)CC1 (configuration not stated),/,-11.6%,5.5%
CSc1ccc(/C=C/C(=O)N2CCN(c3ccccn3)CC2)cc1,6.1%,-23.2%,-27.5%
COc1ccc(NC(=O)CC(NCc2ccccn2)C(=O)O)cc1 (configuration not stated),7.1%,-0.2%,-9.2%
CCC(C(=O)NCc1ccccc1OC)n1nc(C)n2c(cc3occc32)c1=O (configuration not stated),2.5%&4.0%,-44.9%&-24.7%,-10.2%
Cc1ccc2c(c1)C1CN(C)CCC1N2S(=O)(=O)c1ccc(C(C)C)cc1 (configuration not stated),3.7%,?,/
O=C(O)CCC(=O)Nc1ccc(-c2nnc(-c3ccco3)o2)cc1,2.5%,1.1%,2.3%
Cc1ccccc1C(=O)Nc1nnc(SC(C)C)s1,3.8%,-1.5%,1.3%
CC(=O)OC1CC(OC(C)=O)[C@]2(C)C(CC(=O)[C@]3(C)C2CC[C@@]2(C)C(c4ccoc4)OC(=O)C4O[C@@]423)C1(C)C (some centres not stated),-6.8%[56.1 µM],-12.8%,2.4%
CCC1CCC(C(=O)NC(C(=O)Nc2cccc(OC)c2)C(C)C)CC1 (configuration not stated),0.0%,-29.8%,/
COc1ccc(-c2cc(C(F)(F)F)c(C#N)c(SCC(=O)Nc3ccc(F)cc3)n2)cc1,-4.2%,-29.2%,/
CCCCN(C)CCNC(=O)c1ccc(Cn2c(=S)[nH]c3ccc(Br)cc3c2=O)cc1,11.1%,?,-23.0%
CC1Cc2cc(S(=O)(=O)N3CCC(C(N)=O)CC3)ccc2N1C(=O)C1CC1 (configuration not stated),0.9%,-0.8%,0.8%
Cc1cc(C(=O)COC(=O)/C=C/c2cccc(Br)c2)c(C)n1C,10.0%,?,9.6%
CSc1ccccc1N=CC1=C(O)CC(C)(C)CC1=O,0.0%,-11.7%,9.9%
O=C(CSc1n[nH]c(-c2ccccc2)n1)N1CCCCC1,5.4%,-7.6%,/
CC(=O)N1CCN(c2ccc([N+](=O)[O-])c(NCc3cccnc3)c2)CC1,0.0%,-1.8%,-10.4%
O=C(N/N=C/c1ccc(-c2ccccc2[N+](=O)[O-])o1)c1cccnc1,9.5%,?,-1.6%
COc1ccccc1CN1CCCC2(CCN(C(=O)c3ccncc3)CC2)C1,/,-0.8%,20.3%
O=S(=O)(c1ccc2ccccc2c1)N1CCN(C(=S)Nc2ccccc2F)CC1,2.9%,4.1%,-10.0%
CCOCCCNC(=O)C(NC(=O)CNC(C)=O)c1ccc(C)cc1 (configuration not stated),0.0%,1.5%,3.0%

# Arranged by count of non-hydrogen atoms (descending): some entries from above
SMILES,TDP1 block,DT40 TDP1 no CPT,N370S GC
CC(=O)OC1CC(OC(C)=O)[C@]2(C)C(CC(=O)[C@]3(C)C2CC[C@@]2(C)C(c4ccoc4)OC(=O)C4O[C@@]423)C1(C)C (some centres not stated),-6.8%[56.1 µM],-12.8%,2.4%
COc1ccc(-c2cc(C(F)(F)F)c(C#N)c(SCC(=O)Nc3ccc(F)cc3)n2)cc1,-4.2%,-29.2%,/
CCCCN(C)CCNC(=O)c1ccc(Cn2c(=S)[nH]c3ccc(Br)cc3c2=O)cc1,11.1%,?,-23.0%
O=S(=O)(c1ccc2ccccc2c1)N1CCN(C(=S)Nc2ccccc2F)CC1,2.9%,4.1%,-10.0%
COc1ccccc1CN1CCCC2(CCN(C(=O)c3ccncc3)CC2)C1,/,-0.8%,20.3%
CC1Cc2cc(S(=O)(=O)N3CCC(C(N)=O)CC3)ccc2N1C(=O)C1CC1 (configuration not stated),0.9%,-0.8%,0.8%
CC(=O)N1CCN(c2ccc([N+](=O)[O-])c(NCc3cccnc3)c2)CC1,0.0%,-1.8%,-10.4%
O=C(N/N=C/c1ccc(-c2ccccc2[N+](=O)[O-])o1)c1cccnc1,9.5%,?,-1.6%
O=C(O)CCC(=O)Nc1ccc(-c2nnc(-c3ccco3)o2)cc1,2.5%,1.1%,2.3%
Cc1cc(C(=O)COC(=O)/C=C/c2cccc(Br)c2)c(C)n1C,10.0%,?,9.6%
O=C(CSc1n[nH]c(-c2ccccc2)n1)N1CCCCC1,5.4%,-7.6%,/
CSc1ccccc1N=CC1=C(O)CC(C)(C)CC1=O,0.0%,-11.7%,9.9%
Cc1ccccc1C(=O)Nc1nnc(SC(C)C)s1,3.8%,-1.5%,1.3%

# Next section
SMILES,TDP1 block,DT40 TDP1 no CPT,N370S GC
CCCCC/C=C\C/C=C\CCCCCCCC(=O)O[C@@H](CO)COC(=O)CCCCCCCCCCCCCCCCC,6.9%&-1.2%,-1.0%[4.12 µM],-9.9%&-1.4%
O=C(C1=C(O)C(=O)N(Cc2ccco2)C1c1ccccc1F)c1cccs1 (configuration not stated),-9.6%,27.1%,-2.4%
CC(C)[C@H](NS(=O)(=O)c1ccc2c(c1)OCCO2)C(=O)OCC(=O)Nc1cccc(Cl)c1Cl,2.7%,?,13.1%
Cc1cc(=O)c(C(=O)O)nn1-c1cccc(C(F)(F)F)c1,2.0%,2.0%,10.7%
COC(=O)c1[nH]c2cccc(OC)c2c1NC(=O)CN1CCC(C(N)=O)(N2CCCCC2)CC1,-7.9%,-8.4%,2.2%
C#CCOCCOCCOCCNc1nc(N2CCN(C(=O)[C@H](C(C)C)n3cc(CCO)nn3)CC2)nc(N2CCN(C(=O)[C@H]([C@@H](C)CC)n3cc(CCCCN)nn3)CC2)n1,0.0%,6.2%,-7.0%
COc1ccc(CN2CCC(n3nccc3NC(=O)C3CC3)CC2)c(OC)c1OC,0.3%,13.3%,-0.5%
Cc1ccc(C(=O)Nc2cccc(C(F)(F)F)c2)cc1NC(=O)c1c[nH]c2cc(C(F)(F)F)ccc2c1=O,0.9%,?,/
CCCCC1(C(=O)OC)NC(c2ccc(O)cc2)C2C(=O)N(c3ccccc3)C(=O)C21 (configuration not stated),/,-7.3%,-2.8%
CCCCNC(=O)CS(=O)Cc1nc(-c2ccc(C)cc2)oc1C (configuration not stated),2.5%,-0.7%,8.3%
CCC(C(=O)NC1CCCCC1)N(Cc1cccs1)C(=O)c1snc(C(N)=O)c1N (configuration not stated),0.6%,?,5.2%
O=C1c2ccccc2C(=O)N1CCCCCc1nc(-c2ccccc2)no1,-2.3%,-27.8%,19.8%
CCC1CCCCN1C(=O)c1sc2nc(C)nc(N(CC)CC)c2c1C (configuration not stated),-1.1%,16.4µM*,17.0%
Cc1cc(C)n2nc3ccccc3c2n1,0.0%,0.4%,0.5%
COc1ccc(C(=O)NCCc2cc3c(OC)ccc(OC)c3[nH]c2=O)cc1OC,5.8%,?,-17.5%
Cc1ccc(S(=O)(=O)CCC(=O)OCC(=O)N2CCN(S(=O)(=O)c3ccccc3)CC2)cc1,-6.1%[0.505 µM],-8.1%,-2.0%
C=C1N(CCCCCC(=O)O)C(=O)OC12CCCCC2,0.0%,-5.5%,5.4%
Cc1ccc(O)c(-c2cc(-c3ccc(F)cc3)no2)c1,/,-15.9%,-15.8%
COc1cccc(OCc2cc(C(=O)NCc3ccccn3)no2)c1,1.9%,?,-1.3%
COc1c(C)cc(S(=O)(=O)NCc2ccccn2)c(C)c1C,/,12.0%,1.5%
CCCCC(=O)Nc1ccc(NC(=O)c2ccccc2[N+](=O)[O-])cc1OC,-0.6%,-4.6%,2.4%
O=C(NCCc1ccccn1)c1cc(-c2cccc3ccccc23)nc2ccccc12,1.9%,?,-17.2%
Cc1ccc(S(=O)(=O)NC(CC(C)C)C(=O)N2CCCC2)cc1 (configuration not stated),0.9%,-22.6%,-0.5%
CC(=O)CSc1nc(-c2cccs2)c(C#N)c(=O)[nH]1,-10.3%,-0.7%,-3.8%
CN1CCN(c2nc(N3CCN(c4ccccc4)CC3)ncc2F)CC1,5.4%,?,-2.3%
COc1ccc(C(=O)N/N=C2\SCC(=O)N2Cc2ccc3c(c2)OCO3)c(OC)c1,/,?,-3.9%
Cc1cccc2cc(CN(Cc3ccccc3)Cc3nnnn3Cc3ccccc3)c(=O)[nH]c12,1.7%,12.6µM*,/
O=C(C1CCCN1S(=O)(=O)c1cccc2nsnc12)N1CCN(c2ccccc2)CC1 (configuration not stated),4.4%,-6.3%,0.6%
O=C(NC1CCS(=O)(=O)C1)/C(=C/c1ccco1)NC(=O)c1ccccc1 (configuration not stated),2.4%,1.8%,10.0%
CCN1C/C(=C/c2ccc(OC)c(O)c2)C(=O)/C(=C/c2ccc(OC)c(O)c2)C1,8.0%,11.6µM*,-15.7%
CCOC(=O)c1c(NC(=O)c2ccc(N3C(=O)[C@@H]4[C@H](C3=O)[C@H]3C=C[C@@H]4C3)cc2)sc2c1CCCC2,-5.3%,23.1µM*,20.0%
CCCOc1ccc(-c2nnc(-c3ccco3)o2)cc1,3.9%,-26.1%,29.1%
COc1ccc(NC(=O)c2cc(-c3ccc4c(c3)OCO4)on2)c(OC)c1,0.0%,-3.2%,/
CCCc1nnc(NC(=O)Cc2coc3ccc(C(C)C)cc23)s1,2.5%,?,/
CCC(C)NC(=O)c1ccc2c(c1)N(Cc1ccccc1F)C(=O)c1ccccc1S2=O (configuration not stated),4.6%,-8.7%,/
CC(C)CCn1c(=O)c(C(=O)N/N=C/c2cccc(F)c2)c(O)c2ccccc21,3.4%,0.651µM*,-20.8%
COc1cc(NC(=O)CN2c3ccccc3CC2C)cc(OC)c1OC (configuration not stated),3.9%,?,7.3%
CC(NC(=S)NCCc1ccccc1)C(c1cccs1)N1CCN(C)CC1 (configuration not stated),-1.3%,-3.4%,11.2µM*
O=C(NCc1ccccc1)c1ccc(Cn2cc(C(F)(F)F)ccc2=O)cc1,1.0%,-13.0%,-6.0%
COc1ccc(C2C(C(=O)Nc3ccccc3)=C(C)Nc3nc(-c4ccccc4)nn32)cc1OC (configuration not stated),0.0%,-19.0%,/
O=C1CC(c2ccc(Cl)cc2)N=C(NC(=O)c2ccccc2)N1 (configuration not stated),-1.9%,-16.1%,/
Cc1ccc(NC(=S)N2CCCCCC2)c(C)c1,1.2%[56.1 µM],?,-0.7%
CCOC(=O)c1ccc2ncc(C(=O)OCC)c(NCc3ccco3)c2c1,0.0%,23.1µM*,4.3%
CN(Cc1ccco1)c1nc(-c2ccccc2Cl)nc2ccccc12,-1.4%[56.1 µM],-16.5%,?
Nc1ccc(N2CCCC2)c(S(=O)(=O)Nc2cccc(C(F)(F)F)c2)c1,7.3%,29.1µM*,/
COC(=O)C1=C(COc2ccccc2)NC(=O)NC1c1ccc(Br)cc1 (configuration not stated),0.0%,?,2.6%
O=C(NCCSCc1c(F)cccc1Cl)C1CCN(S(=O)(=O)Cc2ccccc2)CC1,-2.9%,-17.3%,/
O=C(COc1ccccc1)N1CCN=C1SCc1ccc(F)cc1,/,-21.6%,4.4%
Cn1c(=O)c2c(nc(N3CCc4ccccc4C3)n2Cc2ccccc2F)n(C)c1=O,2.5%,15.8µM*,3.1%
COc1cc2c3c(c1OC)C1(C=CC(=O)C=C1)CC3N(C(=O)CCC(=O)O)CC2 (configuration not stated),0.6%,-5.4%,2.0%
Cc1cc2ncc(C(=O)Nc3ccsc3C(=O)O)c(C)n2n1,8.9%,-25.8%,13.8%
Cc1c(OC(C)C(=O)NCCN2CCOCC2)ccc2c3c(c(=O)oc12)CCCC3 (configuration not stated),4.3%,3.1%,-25.3%
CCCS(=O)(=O)N1CCc2cc(OC)c(OC)cc2C1,7.4%,13.6%,-4.4%
